# PLAP inhibition – PLAP enzyme inhibitors, biochemical, luminescence, HTS (AID 690) | purified PLAP, luminescent substrate; higher % means a stronger effect | inhibition, % at 20 µM, or IC50 in µM where a hit was titrated | hit rate 0.08% among 96,000; in the data active = a potency from the dose series; inactive = the rest, 99 in 100 with inhibition below about 30%; also: strong numbers were not always called active
# NFkB transloc inh – blocks IL-1B driven NFkB nuclear translocation in HUVEC cells | HUVEC IL-1B NFkB p65 nuclear translocation imaging | hit rate 0.43% among 94,000 | inhibition, % at 2 µM | AID 796;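 active = inhibition above about 30% together with a positive call from visual inspection of the well image, limit read from the data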;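 also: nuclear over cytoplasmic p65 intensity ratio measured by imaging; 0% = IL-1B stimulated DMSO wells and 100% = unstimulated DMSO wells; values of inactives mirror those of a sister screen read the other way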
# MRP resist rev – compounds reversing MRP-mediated drug resistance; H69AR cells + 2 uM doxorubicin, CellTiter-Glo, 72 h; differential viability (reversal), % at 10 µM; hit rate 0.04% among 85,000; AID 602;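 active = viability drop by adding the cancer drug above about 55%, with treated viability meeting a 40% cutoff, limit read from the data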;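 also: viability without doxorubicin minus viability with 2 µM doxorubicin for each compound; larger differential means the compound sensitizes cells more to doxorubicin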
# Bcl-B displacement – displacers of TR3 peptide from Bcl-B, primary screen, selectivity assay for Bfl-1 inhibitor project, biochemical, fluorescence polarization; one-dose displacement, % at 20 µM; IC50 in µM for titrated hits; hit rate 0.11% among 96,000; FP displacement of FITC-TR3 peptide from Bcl-B; higher % means a stronger effect;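 active = displacement above 50% at 20 µM plus a fluorescence interference ratio under 1.5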;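 also: plate controls were wells without compound for no effect and wells lacking Bcl-B protein for full effect; a part of the inactive calls stands beside numbers as strong as those of hits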
# NFkB transloc pot – enhances IL-1B driven NFkB nuclear translocation; HUVEC IL-1B NFkB p65 nuclear translocation imaging; activation, % at 2 µM; hit rate 0.3% among 94,000;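 active = activation above 40%, about the mean plus 3 SD, also judged a hit on visual image review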;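 also: percent activation is computed from the nuclear over cytoplasmic p65 intensity ratio; values of inactives mirror those of a sister screen read the other way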
# MRP resist rev cytotoxicity – recorded beside MRP resist rev, whose call it bears; viability, %; H69AR cells, CellTiter-Glo, 72 h; measured here: cytotoxicity without doxorubicin
# MRP resist rev with doxorubicin – second read-out of MRP resist rev, no call of its own (marks repeat the call); viability, %; measured here: viability with 2 uM doxorubicin; hits give low values
# NFkB transloc inh cell count 2 µM – second read-out of NFkB transloc inh, no call of its own (marks repeat the call); cell count; measured here: cells passing quality filter;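 raw number of nuclei counted in each imaged well without normalization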
# NFkB transloc pot cell count 2 µM – further read-out of NFkB transloc pot, marked with its call; cell count; measured here: cells passing quality filter
# * hit, by the source's call; . = no result given. A portion of the library; the hit share may differ from the screen's.
SMILES,PLAP inhibition,NFkB transloc inh,NFkB transloc inh cell count 2 µM,MRP resist rev,MRP resist rev cytotoxicity,MRP resist rev with doxorubicin,Bcl-B displacement,NFkB transloc pot,NFkB transloc pot cell count 2 µM
O/N=C/CCn1c(=S)sc2ccccc21,23.3%,-0.5,170,-13.7,82.9,96.6,-1.5%,0.5,170
C=C(C)CSc1ncc(-c2cccc(C(F)(F)F)c2)cn1,19.6%,0.3,98,.,.,.,-9.0%,-0.2,98
Cc1c(N=C2Nc3cccc4cccc2c34)c(=O)n(-c2ccccc2)n1C,-1.1%,.,.,6.1,90.7,84.6,-7.3%,.,.
CCN(CC)C(=O)Cn1c(=O)n(-c2ccccc2)c(=O)n1CC(=O)N(CC)CC,8.2%,-23.1,132,-11.0,91.0,102.0,2.1%,23.1,132
O=C(NC1=NCCS1)c1nc(-c2ccccc2)n(-c2ccccc2)n1,-52.6%,-10.6,156,.,.,.,0.2%,10.6,156
O=C(CN(C1CCCCC1)S(=O)(=O)c1ccccc1)NCc1ccco1,.,0.7,79,-3.5,94.2,97.7,.,-0.7,79
COc1ccc(CCC(=O)NC2=NCCS2)cc1OC,4.7%,.,.,-28.9,72.2,101.1,-5.2%,.,.
O=C(NCc1ccc(F)cc1)c1cc(S(=O)(=O)N2CCOCC2)ccc1F,-37.4%,7.0,142,4.5,87.9,83.5,3.0%,-7.0,142
CCOc1ccccc1-c1nc(-c2ccc(NC(=O)Cc3ccc(OC)cc3)cc2)no1,-2.1%,-0.7,93,-6.4,10.6,17.0,-10.3%,0.7,93
CS(=O)(=O)N1CCC(C(=O)NCCC2=CCCCC2)CC1,0.1%,-17.8,133,1.6,95.5,94.0,-4.6%,17.8,133
Cn1c(=O)c2c(nc(CN3CCN(C(=O)c4ccco4)CC3)n2Cc2cccc(Cl)c2)n(C)c1=O,-58.3%,.,.,17.8,60.8,43.0,0.7%,.,.
CC(=O)Nc1c(OC(C)=O)ccc2c(C)cc(=O)oc12,3.5%,-10.5,116,2.8,88.2,85.4,9.5%,10.5,116
Cc1c(C=O)c2ccccn2c1C(=O)c1ccncc1,-12.9%,5.2,132,1.0,87.6,86.5,10.2%,-5.2,132
CC(C)(C)CC(=O)NC(=S)NCCc1ccccc1,9.0%,-3.8,149,.,.,.,-2.5%,8.4,120
COC(=O)c1cccc(S(=O)(=O)N2CCC(NC(=O)Nc3cccc(F)c3)CC2)c1,-2.8%,-12.1,183,-3.9,74.7,78.6,1.0%,12.1,183
CCCC(=O)Nc1cc(-c2nnc(OC)c3ccccc23)ccc1N1CCOCC1,.,-6.9,136,-6.6,70.2,76.8,.,6.9,136
CCOC(=O)Cc1csc(NC(=O)Cc2cccs2)n1,7.5%,-27.1,142,8.2,100.9,92.7,30.0%,27.1,142
Cc1noc(NS(=O)(=O)c2ccc(N/C=C\C(=O)c3ccc4c(c3)OCO4)cc2)c1C,-8.2%,-2.6,182,11.8,96.2,84.5,-1.0%,2.6,182
O=C(N/N=C\c1ccc(-c2ccc(Cl)c(Cl)c2)o1)C(=O)N1CCCC1,-12.8%,4.8,115,.,.,.,-7.5%,-4.8,115
COc1ccc(CNC(=O)C2CCCN(c3nc4ccccc4o3)C2)c(OC)c1 (configuration not stated),-38.4%,3.3,141,-1.6,89.6,91.2,-6.7%,-3.3,141
COc1cccc(C(=O)N2CCN(Cc3cccc(F)c3)CC2)c1,-12.8%,-14.7,162,9.5,100.7,91.2,1.7%,14.7,162
CCOC(=O)CN(C)Cc1c[nH]c2ccccc12,0.8%,.,.,-5.5,95.7,101.2,-7.5%,.,.
O=C(NC1CCCc2ccccc21)C1CCN(c2c3c(nc4ncnn24)CCC3)CC1 (configuration not stated),-39.4%,-8.8,140,.,.,.,-1.9%,8.8,140
O=C(Nc1ccc(S(=O)(=O)N2CCCCCC2)cc1)c1ccco1,11.0%,-0.7,121,2.6,84.7,82.2,-1.7%,0.7,121
COc1cc(OC)c(C2CC(=O)N3CN(C)CSC3=C2C#N)cc1OC (configuration not stated),-47.2%,10.2,172,26.7,91.9,65.2,3.4%,-10.2,172
CCOC(=O)CC(=O)Nc1nnc(CC(C)C)s1,10.1%,.,.,-11.4,99.5,111.0,-7.0%,.,.
Cc1c(C)n(C(=O)CN2CCC(C(N)=O)CC2)c2ccccc12,-9.2%,-14.3,134,-3.2,89.0,92.2,-8.1%,14.3,134
Cc1cc(C)nc(N2CCN(CC(=O)NCc3ccccc3)CC2)n1,-14.0%,3.5,134,3.4,97.0,93.5,11.6%,-3.5,134
O=c1cc(N2CCc3ccccc3C2)[nH]c(=O)n1-c1ccc(Br)cc1,-10.3%,7.2,158,.,.,.,13.1%,-7.2,158
O=C(C1CCCN(c2nnc(-n3cccc3)s2)C1)N1CCN(c2ccccc2)CC1 (configuration not stated),-48.5%,8.4,153,.,.,.,5.3%,-8.4,153
CC(C)(C)c1ccc(OC(=O)Cn2c(C(F)(F)F)nc3ccccc32)cc1,-4.5%,-6.2,166,.,.,.,-3.6%,6.2,166
COc1cccc(OC)c1C(=O)NC(C)c1ccccc1 (configuration not stated),.,-33.8,120,15.2,99.9,84.8,.,33.8,120
CCN(CC)c1ccc2c(c1)C(=O)N(C)C2=O,-6.3%,8.4,126,18.2,87.9,69.7,-0.8%,-8.4,126
Oc1ccc(-c2[nH]nc(-c3ccccc3)c2-c2nc3ccccc3[nH]2)cc1,-7.8%,-6.7,148,.,.,.,-9.4%,6.7,148
CN1CCN(P(=O)(c2ccccc2)c2nc3ccccc3s2)CC1 (configuration not stated),-60.1%,8.9,168,1.7,90.7,89.0,0.0%,-8.9,168
COc1ccc(C(C#N)Nc2ccc(C)cc2)cc1 (configuration not stated),13.3%,-17.2,153,-5.8,89.5,95.3,-8.0%,17.2,153
O=C(NCCn1cc(SCC(=O)N2CCOCC2)c2ccccc21)c1ccccc1,-12.3%,.,.,-16.0,82.5,98.4,-1.0%,.,.
O=c1oc2ccccc2c(O)c1/C=N/c1ncccn1,10.1%,.,.,-18.5,72.4,90.9,-5.4%,.,.
CCCCN(C(=O)CNC(=O)c1ccco1)C(C(=O)NC1CCCC1)c1ccc(OC)cc1 (configuration not stated),-16.5%,-14.5,150,11.8,101.8,90.0,9.7%,14.5,150
CC(Sc1nncn1C)C(=O)Nc1nnc(C(C)C)s1 (configuration not stated),-10.8%,.,.,-13.4,97.1,110.5,-3.4%,.,.
CCOC(=O)C1C(c2ccccc2)C(C(=O)OCC)C1c1ccccc1 (configuration not stated),.,-5.1,139,-1.8,94.4,96.2,.,5.1,139
CNc1ncc(C(=O)C(C)(C)C)s1,-1.0%,-4.2,61,-14.8,95.2,109.9,-5.3%,4.2,61
COCCNC(=O)c1ccccc1-c1nc(-c2ccccc2Cl)no1,-61.8%,10.4,113,-23.3,55.8,79.1,-1.5%,-10.4,113
CN(C(=O)C1CCOC1)c1nnc(-c2cccnc2)s1 (configuration not stated),12.7%,-31.5,118,-7.6,76.8,84.4,-10.6%,31.5,118
CC(=O)OCC(OC(C)=O)C(OC(C)=O)C(OC(C)=O)C(=O)Nc1ccccc1C (configuration not stated),-4.2%,-7.4,132,0.4,85.4,85.0,2.1%,7.4,132
O=C(COc1ccc(Cl)cc1)N1CCN(c2ccc([N+](=O)[O-])c(N3CCCCC3)c2)CC1,-15.6%,6.5,132,.,.,.,0.0%,-6.5,132
O=C(CSc1nnc(Cc2ccccc2)n1C1CCCCC1)N1CCOCC1,-44.4%,-8.3,117,.,.,.,-5.7%,8.3,117
COc1cc(/C=N/NC(=O)c2nc(C)cc(C)n2)ccc1O,4.9%,6.3,192,-1.1,84.3,85.4,-6.4%,-6.3,192
Cc1cc2cc(CN(Cc3ccc4c(c3)OCO4)Cc3nnnn3C3CCCC3)c(=O)[nH]c2cc1C,-13.0%,-0.4,204,21.8,67.5,45.7,-6.1%,0.4,204
COc1ccc(NC(=O)CN2CCOCC2)cc1,-0.2%,8.8,200,.,.,.,3.6%,-8.8,200
CCN(CC)c1ccc(C=Nc2ccc(N(C)C)cc2)c(O)c1,-38.4%,0.9,174,-3.9,51.2,55.1,-153.7%,-0.9,174
CC(=O)c1ccc(N2CCN(C(=O)c3ccco3)CC2)c(F)c1,-0.2%,1.3,144,29.1,107.1,78.0,-14.7%,-1.3,144
Cc1cc(C=O)c(C)n1-c1cc(C(F)(F)F)ccc1N1CCOCC1,-14.9%,-23.5,135,8.0,82.1,74.1,-5.6%,23.5,135
CCOc1cccc2sc(NC(=O)c3ccc(Br)s3)nc12,-25.6%,6.6,184,-20.7,29.8,50.5,-49.7%,-6.6,184
COc1ccc(Cn2nnnc2C(c2ccc(N(C)C)cc2)N2CCC(C)CC2)cc1 (configuration not stated),-13.8%,-10.4,217,4.5,83.0,78.5,-35.1%,10.4,217
CC(C)c1cc(=O)oc2c3c4c(cc12)CCCN4CCC3,-102.7%,.,.,-3.3,70.6,73.9,59.5%,.,.
COc1ccccc1N1CCN(C(=O)CSc2ncccc2-c2nc3ccccc3[nH]2)CC1,-68.3%,-21.2,55,-15.3,44.5,59.8,-56.6%,21.2,55
O=C(Cc1ccc(Br)cc1)N1CCN(c2ccc(F)cc2)CC1,7.5%,-7.5,183,-4.4,88.4,92.8,9.9%,7.5,183
CC(C)Oc1ccc(C2CC(=O)N(c3ccc(N(C)C)cc3)C2=O)cc1 (configuration not stated),.,2.3,126,-13.0,86.5,99.5,.,-2.3,126
Cc1cc(C(=O)N2CCCc3ccccc32)no1,3.6%,0.0,154,6.7,98.9,92.2,-9.2%,0.0,154

# Compounds above that contain bromine:
SMILES,PLAP inhibition,NFkB transloc inh,NFkB transloc inh cell count 2 µM,MRP resist rev,MRP resist rev cytotoxicity,MRP resist rev with doxorubicin,Bcl-B displacement,NFkB transloc pot,NFkB transloc pot cell count 2 µM
O=c1cc(N2CCc3ccccc3C2)[nH]c(=O)n1-c1ccc(Br)cc1,-10.3%,7.2,158,.,.,.,13.1%,-7.2,158
CCOc1cccc2sc(NC(=O)c3ccc(Br)s3)nc12,-25.6%,6.6,184,-20.7,29.8,50.5,-49.7%,-6.6,184
O=C(Cc1ccc(Br)cc1)N1CCN(c2ccc(F)cc2)CC1,7.5%,-7.5,183,-4.4,88.4,92.8,9.9%,7.5,183

# Following part.
SMILES,PLAP inhibition,NFkB transloc inh,NFkB transloc inh cell count 2 µM,MRP resist rev,MRP resist rev cytotoxicity,MRP resist rev with doxorubicin,Bcl-B displacement,NFkB transloc pot,NFkB transloc pot cell count 2 µM
CCCCn1c(SCC(=O)Nc2cc(C)on2)nc2ccccc2c1=O,-2.2%,-0.6,119,16.4,103.0,86.5,-0.8%,0.6,119
COCCN(C(=O)COc1ccccc1)c1nnc(-c2cccnc2)s1,-3.7%,-3.3,162,13.2,98.9,85.7,-3.6%,3.2,162
O=C1CCC(C(=O)NCc2cccnc2)N1 (configuration not stated),.,8.4,90,7.5,105.8,98.3,.,-8.4,90
COCCNC(=S)N/N=C/c1ccccc1C(=O)O,-19.5%,-3.0,85,.,.,.,-0.1%,3.0,85
CC1(C)Cc2c(cnn2-c2ccccc2)C(=O)/C1=N\NC(=O)c1ccccc1N,2.8%,-0.7,177,-4.3,47.0,51.3,-14.8%,0.7,177
CC(C)NC(=O)c1cc2cc([N+](=O)[O-])ccc2s1,-5.1%,-16.0,146,.,.,.,7.4%,16.0,146
Cc1nn2c([nH]c(=O)c3ccccc32)c1C=O,-4.4%,1.1,155,0.1,87.9,87.8,-22.0%,-1.1,155
O=C(N/C(=C/c1cccs1)C(=O)N1CCCCCC1)c1ccccc1,.,-4.3,128,7.9,98.4,90.5,.,4.3,128
Cc1cccc(OCCCC(=O)Nc2nccs2)c1,13.8%,-8.1,136,9.6,90.2,80.6,4.2%,8.0,136
Cc1cccc(CCNS(=O)(=O)c2ccc(S(=O)(=O)N3CCCCC3)cc2)c1,-10.1%,2.5,107,1.3,85.9,84.6,-7.4%,-2.5,107

# Screening data as filed in PubChem.
